High-throughput results (PubChem)
MEX-5 binding: C. elegans MEX-5 TCR-2 RNA binding activity. Q9XUB2. MEX-5/FITC-TCR2 RNA binding, fluorescence polarization; active compounds read low. activity score (negative = inhibition of binding), % at 10 µM. 300,000 tested, 0.38% active. AID 1832;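 active = inhibition past about -25% in most replicates, and total fluorescence under double the plate's negative control median, limit read from the data; inconclusive = replicates evenly split on the limit, or fluorescence at least double controls; inactive = too little inhibition in most replicates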;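 also: 0% = DMSO and -100% = 5 µM competing unlabeled TCR2 RNA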
Yeast superoxide: caloric restriction mimetics inhibiting age-related superoxide in yeast | S. cerevisiae aged cells, superoxide DHE fluorescence; active compounds read low | superoxide response (% of plate mean), % at 10 µM | 330,000 tested, 0.18% active | AID 2690;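 active = superoxide response under a set limit, about three screen SD below normal, cut at about 65% in these data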;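 also: yeast aged for seven days with compound at 30 °C before DHE staining; 100% = average MFI of all compound-treated wells on the plate with controls excluded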
BCLXL inh: Bcl-xL (human) inhibition; Q07817; GST-Bcl-xL / FITC-Bim BH3 peptide fluorescence polarization; inhibition, % at 10.9 µM; 320,000 tested, 0.7% active; AID 2129;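 active = inhibition above the mean of all tested compounds plus 3 SD, cutoff set per campaign, cut at about 30% in these data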;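 also: 0% = DMSO wells and 100% = unlabeled Bim-BH3 peptide competitor; inhibitors lower millipolarization by displacing the labeled peptide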
Target sequence (Q07817 whole entry, looked up): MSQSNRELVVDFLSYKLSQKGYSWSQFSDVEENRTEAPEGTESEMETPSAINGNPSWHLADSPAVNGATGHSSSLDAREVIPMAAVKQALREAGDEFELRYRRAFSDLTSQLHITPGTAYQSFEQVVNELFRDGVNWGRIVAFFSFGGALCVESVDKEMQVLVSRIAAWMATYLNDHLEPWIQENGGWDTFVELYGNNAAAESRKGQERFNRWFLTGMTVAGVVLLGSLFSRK
AGP1-GFP MLPCN: modulators of TOR pathway AGP1-GFP in S. cerevisiae | S. cerevisiae AGP1-GFP multiplex flow cytometry, 3 h; GFP as percent of DMSO wells | GFP response vs DMSO, % at 10 µM | 320,000 tested, 0.02% active | AID 2066;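 active = GFP response relative to DMSO above a set limit, near screen average plus 3 SD, cut at about 150% in these data; inconclusive = fewer than 70 cells counted for the yeast strain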;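 also: median GFP channel fluorescence of the gated AGP1 strain per well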
VLA-4 inh: inhibition in a human VLA-4 binding assay; AID 2557; VLA-4 expressing cells, ligand binding flow cytometry; P13612; 330,000 tested, 0.2% active; inhibition, % (about 7 µM as worked out from the volumes in the protocol); in the data active = inhibition above about 50%
MCL1-BIM inh: MCL1-BIM-BH3 interaction inhibition (human); inhibition, % at 10.9 µM; Q07820; 320,000 tested, 0.68% active; AID 2057; GST-MCL1 / FITC-Bim-BH3 fluorescence polarization;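 active = inhibition above the mean inhibition of all tested compounds plus 3 SD, set per campaign, cut at about 40% in these data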;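 also: 0% = DMSO wells and 100% = unlabeled Bim-BH3 peptide control; higher means more loss of mP so more displacement of Bim peptide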
CIT2 TOR yeast: modulators of TOR pathway CIT2-GFP in S. cerevisiae; GFP response vs DMSO, % at 10 µM; S. cerevisiae CIT2-GFP strain, flow cytometry, 3 h; 100 means same as DMSO wells; AID 2029; 320,000 tested, 0.065% active;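 active = GFP response relative to DMSO above a set limit, near the screen mean plus 3 SD, cut at about 150% in these data; inconclusive = Fewer than 70 cells measured for a yeast strain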;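 also: ratio of well median GFP fluorescence to mean of DMSO wells on the plate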
GRK2 inh: human GRK2 inhibition via aptamer displacement | P25098 | bead flow cytometry, FAM-aptamer displacement from GRK2 | inhibition of aptamer binding, % at 10 µM | 330,000 tested, 0.59% active;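 active = inhibition of aptamer binding above 40%, roughly 3 SD of noise, on plates passing a quality check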;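 also: median bead fluorescence of bound FAM aptamer so fluorescent compounds give negative values; no value below 0 was filed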
Target sequence (P25098 whole entry, looked up): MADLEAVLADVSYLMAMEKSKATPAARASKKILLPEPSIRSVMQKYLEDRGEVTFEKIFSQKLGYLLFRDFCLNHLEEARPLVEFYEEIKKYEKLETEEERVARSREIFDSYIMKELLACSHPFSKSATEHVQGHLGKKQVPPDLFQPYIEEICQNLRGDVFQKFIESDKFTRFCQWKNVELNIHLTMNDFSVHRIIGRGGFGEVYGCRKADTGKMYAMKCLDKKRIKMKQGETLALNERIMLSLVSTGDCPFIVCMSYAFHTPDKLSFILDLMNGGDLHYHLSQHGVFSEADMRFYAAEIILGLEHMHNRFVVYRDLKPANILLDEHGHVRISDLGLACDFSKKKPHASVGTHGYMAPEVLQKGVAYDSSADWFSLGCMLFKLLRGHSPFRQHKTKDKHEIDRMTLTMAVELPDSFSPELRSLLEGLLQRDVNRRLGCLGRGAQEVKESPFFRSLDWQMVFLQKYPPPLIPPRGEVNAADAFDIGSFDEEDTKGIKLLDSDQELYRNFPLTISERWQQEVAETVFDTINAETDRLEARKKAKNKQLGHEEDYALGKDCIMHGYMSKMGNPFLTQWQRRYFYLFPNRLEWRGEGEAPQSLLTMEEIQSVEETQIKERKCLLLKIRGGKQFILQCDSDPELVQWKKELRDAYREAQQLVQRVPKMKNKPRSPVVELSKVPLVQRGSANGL
GLD-1 RNA inh: GLD-1-TGE RNA interaction inhibition (C. elegans). purified GLD-1 + fluorescein TGE RNA, fluorescence polarization. inhibition, % at 5.96 µM. 320,000 tested, 0.44% active. AID 2280;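 active = percent inhibition above a per-plate cutoff, the plate mean of test compounds plus 3 SD, cut at about 30% in these data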;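 also: 0% = DMSO wells with GLD-1 and probe and 100% = wells lacking GLD-1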
* marks the source's active call; other numbers are inactive results; ? = inconclusive; nt = no result given.

compound,MEX-5 binding,Yeast superoxide,BCLXL inh,AGP1-GFP MLPCN,VLA-4 inh,MCL1-BIM inh,CIT2 TOR yeast,GRK2 inh,GLD-1 RNA inh
CCCc1cc(=O)c2ccc(OC/C(C)=N/O)cc2o1,2.3,103,-3,99,21,-4,98,0,4
CCOc1ccc(OCCC(=O)OCC(=O)Nc2cc(OCC)c(N3CCOCC3)cc2OCC)cc1,1.8,113,3,109,20,-4,97,0,-8
CCN(Cc1ccccc1)C(=O)C1CCN(Cc2ccc(SC)cc2)CC1,0.3,111,7,96,-3,6,94,0,-5
CC1CCN(S(=O)(=O)c2ccc(NC(=O)Cc3ccc(S(=O)(=O)N4CCOCC4)s3)cc2)CC1,-1.3,83,-6,92,22,-14,90,4,3
COc1ccc(Cn2c(CCC(=O)Nc3ccc(C)cc3)nc3cccnc32)cc1,1.4,97,4,97,-6,-1,98,1,-5
O=C(NCc1ccccc1)C(c1ccco1)N(C(=O)c1ccccn1)c1ccccc1 (centres undefined),-1.5,102,8,100,7,8,101,5,7
CCOc1nc(Nc2ccc(OC)cc2OC)nc(OCC)n1,-0.4,92,4,88,24,-3,96,0,7
CC(C)=C(NC(=O)c1ccccc1Br)C(=O)NCCc1nc2ccccc2[nH]1,2.6,104,0,104,6,0,105,12,4
COc1ccccc1NC(=O)C(C)NS(=O)(=O)c1ccc(F)cc1 (centres undefined),2.0,102,-3,100,9,12,96,3,-5
CCc1c(C)c2ccc(OCC(=O)NCC3CCC(C(=O)O)CC3)c(C)c2oc1=O (centres undefined),1.0,101,4,99,8,2,95,0,-1
CCOC(=O)N1CCN(C(=O)CCS(=O)(=O)c2cc3c(cc2Cl)NC(=O)CO3)CC1,1.0,102,3,103,-22,-3,109,0,4
O=C1CCc2nc3ccccc3c(=O)n2N1,1.1,90,0,100,-6,3,103,2,-3

2 compounds picked at random from those above, as already listed:
compound,MEX-5 binding,Yeast superoxide,BCLXL inh,AGP1-GFP MLPCN,VLA-4 inh,MCL1-BIM inh,CIT2 TOR yeast,GRK2 inh,GLD-1 RNA inh
O=C1CCc2nc3ccccc3c(=O)n2N1,1.1,90,0,100,-6,3,103,2,-3
CCN(Cc1ccccc1)C(=O)C1CCN(Cc2ccc(SC)cc2)CC1,0.3,111,7,96,-3,6,94,0,-5

New compounds follow
compound,MEX-5 binding,Yeast superoxide,BCLXL inh,AGP1-GFP MLPCN,VLA-4 inh,MCL1-BIM inh,CIT2 TOR yeast,GRK2 inh,GLD-1 RNA inh
c1ccc(-c2nc3c([nH]2)CCc2nonc2-3)cc1,2.8,96,3,99,-1,2,95,0,-7
CC(=O)Nc1ccc(S(=O)(=O)N2CCN(c3ccc([N+](=O)[O-])cc3)CC2)cc1,-1.6,93,nt,104,0,nt,103,0,nt
CCc1c(C)sc(NC(=O)/C=C/c2ccc3c(c2)OCO3)c1C(=O)OC,0.8,97,1,99,-5,1,91,0,7
COc1ccccc1NC(=O)CS(=O)(=O)c1cn(CC(=O)N2CCCC2)c2ccccc12,-3.2,72,6,97,-4,12,100,0,0
COc1ccc(/C=N/Nc2nc3ccccc3c(=O)n2-c2ccccc2)cc1OC,-1.7,89,1,98,-6,5,107,8,5
O=C(CC(Nc1ccccc1)c1ccc(F)cc1)c1ccccc1 (centres undefined),-5.7,93,3,104,6,-2,85,3,2
O=C(COC(=O)C1CC(=O)N(Cc2ccccc2)C1)Nc1ccc2c(c1)OCO2 (centres undefined),1.8,100,1,109,29,5,105,0,2
COc1cc(/C=N/N2CCN(Cc3ccc(C)cc3)CC2)cc(OC)c1O,-1.9,101,5,99,0,19,102,2,-8
COc1ccccc1-c1nnc(SCC(=O)N2CCCCC2)o1,-0.7,99,0,99,-6,-4,101,0,1
O=C(O)COc1ccccc1C(Nc1ccccn1)c1cc(Cl)c2cccnc2c1O (centres undefined),-8.4,97,19,98,-7,79*,90,0,6
COc1ccc([N+](=O)[O-])cc1N(CC(=O)N1CCOCC1)S(C)(=O)=O,1.2,100,1,103,-3,1,107,7,0
Cc1cc(Cl)c(OCCCN(C)C)c(Br)c1,-0.8,112,7,107,11,1,98,0,5

(more compounds)
compound,MEX-5 binding,Yeast superoxide,BCLXL inh,AGP1-GFP MLPCN,VLA-4 inh,MCL1-BIM inh,CIT2 TOR yeast,GRK2 inh,GLD-1 RNA inh
COc1cccc(CN(C)C(=O)CCN=C2NS(=O)(=O)c3ccccc32)c1OC,nt,139,1,94,-5,6,89,0,8
O=C(CCNS(=O)(=O)c1ccccc1)N1CCN(C(c2ccccc2)c2ccccc2)CC1,0.1,103,-3,91,-9,-2,103,0,-4
COC(=O)C1=C(C)N(Cc2ccccc2)C(=NCc2cccc(Cl)c2)N[C@H]1c1ccccc1,nt,99,nt,79,19,nt,72,0,0
O=C(NCc1ccc(Cl)cc1)c1ccc(-c2ccccc2C(F)(F)F)o1,5.0,104,1,72,9,-6,62,1,-3
COc1cccc(CNC(=O)CN2C(=O)COc3ccc(S(=O)(=O)N4CCC(C)CC4)cc32)c1,0.1,75,1,102,-1,2,106,0,-1
CC(C)(CNc1ccc(C(F)(F)F)cc1[N+](=O)[O-])N1CCOCC1,-0.4,110,-3,101,12,-6,103,17,-2
COc1ccc(NC(=O)C(=O)NNC(=O)c2cccs2)cc1,-0.8,128,-2,98,13,-2,99,0,5
Cc1ccc(S(=O)(=O)N(C)C)cc1NC(=O)CN1C(=O)NC2(CCCCCCC2)C1=O,5.0,85,1,75,-2,7,88,0,-6
Cc1[nH]n(-c2cccc(Cl)c2)c(=O)c1C=NCc1ccco1,0.3,109,-1,94,1,0,98,0,-2
COc1ccc(CNC(=O)CN2C(=O)NC(C)(c3cccc4ccccc34)C2=O)cc1OC (centres undefined),-0.1,103,0,99,18,2,97,0,-1
COc1ccc(CNC(=O)Cn2cccc2C(=O)c2ccccc2C)cc1,3.7,104,2,107,8,-3,104,0,-1
Cc1ccc(OCC(=O)Nc2ccccc2F)cc1,2.1,105,6,98,1,5,84,0,9

More results follow.
compound,MEX-5 binding,Yeast superoxide,BCLXL inh,AGP1-GFP MLPCN,VLA-4 inh,MCL1-BIM inh,CIT2 TOR yeast,GRK2 inh,GLD-1 RNA inh
COc1cc(OC)c(C(=O)OCC(=O)NC2CCCC2)cc1OC,2.7,106,4,98,1,0,101,0,-4
CC(Cc1ccccc1)NC(=O)c1ccc([N+](=O)[O-])cc1 (centres undefined),-1.1,99,1,91,8,-1,98,3,2
CCC1SC(N)=NC1=O (centres undefined),1.8,96,0,101,3,-2,95,2,-3
CC1(C)CC(=O)C(C2C3=C(CC(C)(C)CC3=O)Oc3ccccc32)=C(O)C1 (centres undefined),-0.2,86,9,89,17,8,80,0,3
CCN(c1ccccc1)S(=O)(=O)c1ccc(Cl)c(NC(=O)CSc2n[nH]c(N)n2)c1,-0.4,104,-1,92,3,-2,77,0,39*
CCC1N=C(SC)NC(C)=C1C(=O)c1ccccc1 (centres undefined),-2.8,81,-12,100,12,-18,99,0,-1
COc1ccc2nc(NC(=O)CCc3cc(OC)c(OC)c(OC)c3)sc2c1,-0.3,91,-12,104,1,-7,108,0,5
CC1=C(C#N)C(NC(=O)c2ccccc2Cl)(C(F)(F)F)C(=O)N1 (centres undefined),-3.5,102,7,87,10,-4,91,0,-2
C=CCc1ccc(OCCCCN2CC(C)CC(C)C2)c(OC)c1 (centres undefined),0.4,82,0,100,11,5,100,3,-8
CC(=O)C(C(c1ccccc1)c1c[nH]c2ccccc12)[N+](=O)[O-] (centres undefined),1.4,91,1,94,5,-2,92,1,3
CCOC(=O)C(CC)Sc1cc(C)nc2ccc(OC)cc12 (centres undefined),0.8,85,7,102,-8,8,112,3,-9
Cn1c(=O)cc(SCC(=O)N2CCN(C(=O)c3ccco3)CC2)c2ccccc21,-0.7,132,5,103,17,-3,93,0,2

The list continues.
compound,MEX-5 binding,Yeast superoxide,BCLXL inh,AGP1-GFP MLPCN,VLA-4 inh,MCL1-BIM inh,CIT2 TOR yeast,GRK2 inh,GLD-1 RNA inh
O=C(CC1Sc2ncnn2C1=O)Nc1ccc(Br)cc1 (centres undefined),-0.4,100,6,96,14,4,95,0,6
O=S(=O)(Nc1ccc(S(=O)(=O)N2CCCCC2)cc1)c1cccs1,-1.6,101,10,97,15,7,94,0,2
O=C(Nc1cc(S(=O)(=O)N2CCCCCC2)ccc1OCC(F)(F)F)C1CCC1,2.8,99,1,?,2,-1,?,0,5
Fc1ccc(COc2cccc(CNCc3ccncc3)c2)cc1,1.2,108,1,99,14,8,95,1,0
COc1ccc2c(C)cc(N3CCOCC3)nc2c1,2.6,96,6,105,4,2,100,0,-2
OCC1OC(n2cnc3c(NCCc4ccccc4)ncnc32)C(O)C1O (centres undefined),2.9,113,2,91,11,-2,88,1,0
O=C1c2ccccc2CN1CCNS(=O)(=O)c1ccc2ccccc2c1,-2.9,88,0,107,8,-4,101,0,1
CC(C)(C)Nc1c(-c2cccs2)nc2ccccn12,-1.3,132,3,100,-4,4,98,0,-4
Cc1cc(OCC(=O)N2CCOCC2)c(C(C)C)cc1Cl,0.8,115,6,95,-1,6,103,3,0
C/C(=N\Nc1nnc(C)c(=O)[nH]1)C(=O)O,-2.1,94,1,106,-5,3,107,0,1
COc1ccc(-c2noc(C(C)n3nc(C)c([N+](=O)[O-])c3C)n2)cc1OC (centres undefined),-0.5,98,0,97,-4,2,98,0,9
CCCCN(CC)CCCNC(=O)CC1Nc2ccccc2NC1=O (centres undefined),-1.9,111,-1,102,9,-9,105,2,-64
O=C(Nc1ccccc1)N1CCCN(c2ccc(C(F)(F)F)cn2)CC1,-1.5,109,6,105,-4,1,96,4,-6
CC1CCC(NC(=O)c2cc(Cl)nc3ccccc23)CC1 (centres undefined),nt,98,0,96,5,-2,92,2,-3
